# hIAP block = human IAP inhibitors, primary screen, biochemical, luminescence, uHTS; purified IAP, CDP-Star luminescence, 30 min; Intestinal-type alkaline phosphatase (Homo sapiens), P09923; inhibition, % at 10 µM; 330,000 compounds, 0.12% hits;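 active = inhibition reaching a set limit with compound at 10 µM in the primary screen, cut at about 35% in these data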;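 also: plate controls were DMSO wells with enzyme for no effect and no-enzyme buffer wells for full effect; values of inactives mirror those of a sister screen read the other way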
# Target sequence (P09923 whole entry, looked up): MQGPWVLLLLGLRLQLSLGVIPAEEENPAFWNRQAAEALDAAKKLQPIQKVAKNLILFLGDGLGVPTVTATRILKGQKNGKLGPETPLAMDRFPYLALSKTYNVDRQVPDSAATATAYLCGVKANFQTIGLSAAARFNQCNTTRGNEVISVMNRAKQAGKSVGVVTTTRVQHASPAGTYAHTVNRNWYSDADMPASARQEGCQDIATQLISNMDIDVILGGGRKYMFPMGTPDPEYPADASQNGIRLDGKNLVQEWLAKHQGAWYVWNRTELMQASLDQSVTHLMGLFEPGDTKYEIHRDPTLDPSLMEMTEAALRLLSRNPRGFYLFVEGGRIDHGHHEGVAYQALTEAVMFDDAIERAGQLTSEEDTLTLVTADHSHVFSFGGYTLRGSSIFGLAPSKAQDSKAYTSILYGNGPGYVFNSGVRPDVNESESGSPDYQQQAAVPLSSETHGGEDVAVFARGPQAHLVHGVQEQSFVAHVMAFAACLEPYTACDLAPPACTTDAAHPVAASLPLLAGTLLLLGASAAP
# hIAP act = human IAP activators, primary screen, biochemical, luminescence, uHTS; purified human IAP, CDP-Star luminescence, 30 min; hits give high values; 1 = vehicle-only enzyme, 0 = enzyme-free background; activation factor at 10 µM; 330,000 compounds, 0.16% hits; AID 2524, 2010;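 active = activation factor of the enzyme at least 2-fold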; also: the source names both 10 and 20 µM as test concentration; values of inactives mirror those of a sister screen read the other way
# A3A deaminase = APOBEC3A ssDNA deaminase inhibitors, primary screen, selectivity assay for APOBEC3G inhibitor project, biochemical, FAM/TAMRA oligo cleavage fluorescence; DNA dC->dU-editing enzyme APOBEC-3A (Homo sapiens), P31941; recombinant A3A, FAM/TAMRA ssDNA deamination fluorescence; inhibition, % at 20 µM; 330,000 compounds, 0.41% hits; AID 493011, 2011;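 active = at least 40% inhibition at 20 µM here, with at most 30% in a related deaminase screen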;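 also: plate controls were A3A with DMSO for no effect and wells lacking A3A enzyme for full effect; some results filed as inactive read as strong as hits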
# Target sequence (P31941 whole entry, looked up): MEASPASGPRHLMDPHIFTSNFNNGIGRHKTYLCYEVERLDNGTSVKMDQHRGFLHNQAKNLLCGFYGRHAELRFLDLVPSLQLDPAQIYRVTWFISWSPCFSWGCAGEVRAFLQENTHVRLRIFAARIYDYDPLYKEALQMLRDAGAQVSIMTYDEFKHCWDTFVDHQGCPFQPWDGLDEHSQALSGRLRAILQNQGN
# beta cell repl = inducers of MIN6 beta-cell proliferation, primary screen, ATP luminescence, uHTS; AID 2380, 2010; 330,000 compounds, 0.29% hits; proliferation, % at 10 µM; MIN6 cells proliferation, ATPlite luminescence, 48 h; cells starved in 0.2% serum; 100% = growth in 10% serum;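 active = compounds whose signal lies at least 3.5 SD above the mean of all wells on their plate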;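 also: 0% = DMSO-treated cells in low-serum medium and 100% = 10% serum control; some compounds called inactive have numbers as strong as hits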
# APOBEC3G inh = APOBEC3G DNA deaminase inhibitors, primary screen, biochemical, fluorescence, single-stranded DNA substrate, uHTS; DNA dC->dU-editing enzyme APOBEC-3G (Homo sapiens), Q9HC16; AID 493012, 2011; 330,000 compounds, 0.28% hits; inhibition, % at 20 µM; recombinant A3G, ssDNA deamination FAM/TAMRA fluorescence;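 active = inhibition of at least 40% at 20 µM, with no more than 30% in the related APOBEC3A deaminase screen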;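 also: plate controls were DMSO wells with A3G for no effect and wells lacking A3G enzyme for full effect; some compounds called inactive have numbers as strong as hits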
# mIAP block = inhibitors of mouse IAP, primary screen, biochemical, luminescence, uHTS | intestinal alkaline phosphatase [Mus musculus] | purified mouse IAP, CDP-Star luminescence, 30 min | inhibition, % at 10 µM | 330,000 compounds, 0.2% hits;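 active = inhibition of at least 40% at 10 µM in the primary screen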;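 also: plate controls were DMSO with enzyme for no effect and no enzyme wells for full effect; values of inactives mirror those of a sister screen read the other way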
# NALP3 yeast inh = NALP3 inflammasome inhibitors in reconstituted yeast, primary screen, luminescence, uHTS; Yeast reconstituted NLRP3/ASC/caspase-1, beta-gal luminescence, 24 h; inhibition, % at 10 µM; 330,000 compounds, 0.39% hits;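 active = inhibition of 50% or more; inactive = inhibition below 50%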;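 also: plate controls were induced DMSO wells for no effect and uninduced yeast grown without galactose for full effect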
# mIAP activ = activators of mouse IAP, primary screen, biochemical, luminescence, uHTS; intestinal alkaline phosphatase [Mus musculus]; muIAP, CDP-Star luminescence, 30 min; hits give high values; 1 = vehicle-only enzyme signal, 0 = enzyme-free wells; activation factor at 10 µM; 330,000 compounds, 0.24% hits; AID 2805, 2010;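 active = activation factor of at least 2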; also: the source names both 10 and 20 µM as test concentration; values of inactives mirror those of a sister screen read the other way
#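 System: Mouse IAP enzyme | Also added: CDP-Star substrate | Dosing: Compounds dispensed in DMSO | Schedule: 30 min enzyme-substrate-compound incubation at room temperature | Technique: Chemiluminescence readout | Control set: DMSO-only wells and no-enzyme negative control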
# SENP1 inh = human SENP1 catalytic domain inhibitors, primary screen, biochemical, FRET, uHTS | AID 624204, 2012 | inhibition, % at 10 µM | 360,000 compounds, 0.21% hits | recombinant SENP1 catalytic domain, CyPet-SUMO1-YPet FRET cleavage;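 active = inhibition at least 30% at 10 µM, raw YFP signal under a set limit, fluorescence ratio 0.5 to 1.5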;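 also: 0% = enzyme with DMSO and 100% = no enzyme wells; some results filed as inactive read as strong as hits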
# Target sequence (Q9P0U3 419-644 limits assumed): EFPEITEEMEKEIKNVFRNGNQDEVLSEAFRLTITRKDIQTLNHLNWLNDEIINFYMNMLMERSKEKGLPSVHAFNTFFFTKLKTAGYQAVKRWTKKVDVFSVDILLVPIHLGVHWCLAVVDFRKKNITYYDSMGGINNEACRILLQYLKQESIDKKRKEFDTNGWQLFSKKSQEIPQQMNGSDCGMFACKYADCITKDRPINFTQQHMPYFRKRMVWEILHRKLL
#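 system = hSENP1 catalytic domain, recombinant | reagent = SFCypet-SUMO1-SFYpet substrate at 25 nM | doses = one dose per compound, 10 µM, 0.5% DMSO | incubation = enzyme reaction for 50 min at room temperature, dark | measured by = FRET, CFP and YFP emission | controls = no-enzyme low, enzyme-DMSO high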
# Active calls of the source: *; nt = no result given. Some of the compounds tested; count on the stated rates, not on these rows.
SMILES,hIAP block,hIAP act,A3A deaminase,beta cell repl,APOBEC3G inh,mIAP block,NALP3 yeast inh,mIAP activ,SENP1 inh
O=C(N/N=C/c1cccc(F)c1)c1cc(-c2ccco2)nc2ccccc12,11,0.89,93,-1,81,30,16,0.7,-3
Cc1cc(=O)oc(C)c1C(=O)Nc1cccc(F)c1,-11,1.1,6,0,3,-3,12,1,3
C=CCc1cccc2cc(C(=O)Nc3ccc(CC(=O)O)cc3)c(=O)oc12,-4,1,-1,-3,-4,13,2,0.87,-4
CC(c1cccs1)N(C)Cc1nc(CCc2ccccc2)no1 (stereo not given),-12,1.1,-4,-2,-10,7,14,0.93,1
COc1ccc(OC)c(NC(=O)COC(=O)COc2c(Cl)cc(Cl)c3ccc(C)nc23)c1,3,0.97,5,0,-2,-3,-8,1,0
CC(C)(C)N1C(=O)c2ccc(C(=O)Nc3nccs3)cc2C1=O,14,0.86,-1,-3,-7,9,25,0.91,-1
Cc1ccc(NC(=O)CN(C)C(=O)c2ccc3[nH]c4c(c3c2)CC(C)CC4)cc1 (stereo not given),8,0.93,-4,-2,-6,-39,7,1.4,-19
COCC(=O)Nc1cc(C)c2c(=O)oc3ccccc3c2n1,-6,1.1,0,0,-3,2,15,0.98,-11
O=C1NC(c2cccc(Cl)c2)Oc2ccccc21 (stereo not given),-10,1.1,-3,3,-4,1,5,0.99,-33
Cc1cccc(NC(=O)COC(=O)c2ccccc2-c2nc3ccccc3s2)c1C,11,0.89,-2,2,-6,0,31,1,2
O=C(c1ccc(S(=O)(=O)N2CCCC2)cc1)N(c1ccccc1)C1C=CS(=O)(=O)C1 (stereo not given),-11,1.1,11,5,2,5,13,0.95,-1
CCn1c(C)cc2c(c1=O)C(c1ccncc1)C(C#N)=C(N)O2 (stereo not given),-13,1.1,0,7,-4,-4,1,1,-13
CCOc1ccccc1N1CCN(C(=O)c2c(-c3c(F)cccc3Cl)noc2C)CC1,-4,1,-3,0,-11,1,20,0.99,0
CCc1nc2ccc(C(=O)N(C)CC(=O)Nc3ccc(F)c(F)c3F)cc2nc1CC,-2,1,2,-3,-7,10,-5,0.9,5
O=C(COc1ccc2c(-c3ccccc3)cc(=O)oc2c1)N[C@@H](Cc1c[nH]c2ccc(O)cc12)C(=O)O,-14,1.1,-2,-4,-8,4,8,0.96,-10
O=C(NCCCN1CCCC1=O)c1cc(-c2cccnc2)nc2ccc(Cl)cc12,-3,1,-1,-3,-6,8,13,0.92,-2
CC(C)CNC(=S)NC1CC2CCCC(C1)N2Cc1cccs1 (stereo not given),1,0.99,-7,-3,-8,-163,25,2.6*,2
CC(=O)Nc1ccccc1OC(=O)N1CCOCC1,-15,1.2,-5,-3,-7,-15,-10,1.2,2
CC(=O)N(CC(=O)Nc1sc(C)c(C)c1C(N)=O)Cc1ccccc1,-2,1,2,-1,-3,-1,9,1,0
CCN1CCc2nc3ccccc3c(C(=O)Nc3ccc(F)cc3)c2C1,3,0.97,-5,0,-2,-4,20,1,-5
Cc1cc(OCC[N+]2(C)CCCCC2)nc2ccccc12,-15,1.2,64,-4,33,0,12,1,0
COc1ccc(C(=O)c2ccc([N+](=O)[O-])cc2)cc1S(=O)(=O)N1CCC(C(=O)O)CC1,-11,1.1,-1,-1,-5,1,20,0.99,0
O=C1Cc2ccccc2Sc2ccc(Cl)cc21,-11,1.1,-3,-3,-8,2,28,0.98,-1
O=C(c1cccc(C(=O)N2CCN(c3ncccn3)CC2)c1)N1CCN(c2ncccn2)CC1,-5,1,-1,7,-2,-11,12,1.1,3
CCCCCCCCC(=O)N1CCN(c2cc3c(cc2F)c(=O)c(C(=O)O)cn3CC)CC1,3,0.97,2,-3,-6,3,57*,0.97,2
O=C(Nc1ccc(N2CCOCC2)c(Cl)c1)C1CCCCC1,20,0.8,-2,-2,-6,-12,18,1.1,2
O=C(c1cc(-c2ccc(F)cc2)on1)N1CCCc2ccccc21,20,0.8,-1,-2,-5,4,23,0.96,0
Cc1nc2ccccn2c1C(=O)NCC(C)C,-9,1.1,-1,-3,-4,4,12,0.96,-1
COc1ccc(CCNC(=O)CCc2cc(OC)c(OC)c(OC)c2)cc1,-2,1,1,2,-2,4,-5,0.96,3
CCCCN(C)CCCNC(=O)c1ccc2c(c1)NC(=O)C(N1CCOCC1)S2 (stereo not given),-21,1.2,0,-3,0,-4,-9,1,0
CCOC(=O)C1CCN(C(=O)Cn2nc(C)n3cccc3c2=O)CC1,17,0.83,1,-4,14,-1,15,1,2
COc1cccc(Oc2ccc(N)cn2)c1,3,0.97,-2,-1,-1,7,5,0.93,-4
CC(C)CC(=O)NC1(C(F)(F)F)C(=O)Nc2c1c(=O)[nH]c(=O)n2Cc1ccco1 (stereo not given),4,0.96,-1,-1,-6,0,14,1,-14
CC[C@@H]1CCCCc2ccccc2[C@@H](C(=O)C[C@H](O)CC(C)=O)OC1=O,13,0.87,0,1,1,10,13,0.9,-2
CCOc1ccccc1NC(=O)C(C)N1C(=O)c2ccccc2S1(=O)=O (stereo not given),-31,1.3,-2,1,-6,-4,10,1,1
O=C(O)/C=C/C(=O)N1CCN(S(=O)(=O)c2cccc(C(F)(F)F)c2)CC1,-7,1.1,2,1,-6,1,11,0.99,2
CC(=O)c1ccc(OCCCC(=O)NNC(=O)c2ccccn2)cc1,-65,1.7,-2,-4,-7,26,14,0.74,2
Cc1cc(Br)c(NC(=O)CN(C)CCOc2ccccc2)c(Br)c1,-17,1.2,1,-4,12,0,11,0.99,4
CNC(=O)N(C1=NCC(C)(C)S1)c1ccc(F)c(Cl)c1,16,0.84,0,-1,-3,4,4,0.96,1
CCCN1C(=O)/C(=C/C=C2\N(CC)c3ccccc3C2(C)C)SC1=S,17,0.83,-42,-6,-102,38,12,0.62,78

# 3 entries already listed, ordered by their value in hIAP block, falling:
molecule | hIAP block
Cc1cccc(NC(=O)COC(=O)c2ccccc2-c2nc3ccccc3s2)c1C | 11
COCC(=O)Nc1cc(C)c2c(=O)oc3ccccc3c2n1 | -6
COc1ccc(C(=O)c2ccc([N+](=O)[O-])cc2)cc1S(=O)(=O)N1CCC(C(=O)O)CC1 | -11

# Continued.
SMILES,hIAP block,hIAP act,A3A deaminase,beta cell repl,APOBEC3G inh,mIAP block,NALP3 yeast inh,mIAP activ,SENP1 inh
COC(=O)Cc1csc(Nc2c(C)n(C)n(-c3ccccc3)c2=O)n1,5,0.95,-2,-2,-2,5,-2,0.95,1
C=CCN1C(=O)C(Cc2ccc(OC)cc2)S/C1=N/N=C/c1ccco1 (stereo not given),3,0.97,-1,-2,-6,6,19,0.94,4
FC(F)(F)c1cccnc1N1CCN(c2ncnc3nc[nH]c23)CC1,-64,1.6,-5,7,-8,10,21,0.9,2
Cc1cc2oc(=O)cc(-c3ccccc3)c2c(C)c1-c1ccc(O)cc1,nt,nt,-2,nt,0,4,nt,0.96,3
O=C(CNC(=O)C12CC3CC(CC(C3)C1)C2)N1CCN(S(=O)(=O)/C=C/c2ccccc2)CC1,12,0.88,-1,0,-9,-2,9,1,3
Cc1ccc(CC(=O)NNC(=O)c2cccs2)cc1C,9,0.91,2,-1,-1,6,20,0.94,-1
COc1ccc(N2CC(C(=O)Nc3nc4ccccc4s3)CC2=O)cc1 (stereo not given),0,1,3,2,-4,8,5,0.92,3
CC1CCCC(NS(=O)(=O)c2cc(Br)cnc2N)C1C (stereo not given),-21,1.2,-9,0,-6,6,9,0.94,4
COc1ccc(C(=O)Nc2ccc(NC(=O)C3CC3)cn2)cc1,-13,1.1,-1,-4,-2,0,22,1,0
COc1ccc2cc(C(=O)C3CCCN(C(=O)CSc4nnc(C)o4)C3)ccc2c1 (stereo not given),7,0.93,-1,-4,-4,0,28,0.99,1
O=C(Nc1cc(C(F)(F)F)ccc1N1CCOCC1)C1Cc2ccccc2CN1C(=O)c1ccco1 (stereo not given),-3,1,11,-4,5,2,1,0.98,-11
OCCC1CN(Cc2cnc(-c3ccccc3)s2)CCN1C1CCCC1 (stereo not given),-11,1.1,-2,-3,-5,-1,20,1,0
Cc1ccc(NC(=O)CSCc2c(C)noc2C)cc1C,-4,1,-4,0,-7,-19,-1,1.2,0
COC(=O)c1cc(Cl)nc2ccccc12,5,0.95,-2,-1,-4,-2,-11,1,-2
NC(=O)NCC(c1ccccc1)C1CCCCC1 (stereo not given),-7,1.1,-2,-1,-1,-14,21,1.1,-1
CCOc1ccc(NC(=O)C2C(c3ccccc3)C2(Cl)Cl)cc1 (stereo not given),30,0.7,-2,-2,-6,-70,33,1.7,0
CCOC(=O)CC(=O)CSc1nc2nc(C)cc(C)n2n1,-33,1.3,-6,-3,-6,-6,16,1.1,1
O=C(Nc1ccc(NC(=O)c2ccco2)cc1)c1ccc2c(c1)OCCO2,11,0.89,0,-4,5,7,-9,0.93,2
COc1ccc(-c2sc3ccc(N4CCOCC4)cc3c2-c2ccc(O)cc2)cc1,7,0.93,-2,-6,-4,13,5,0.87,3
COc1cc(C(C(=O)NC2CCCC2)N(Cc2ccco2)C(=O)c2snc(C(N)=O)c2N)cc(OC)c1OC (stereo not given),2,0.98,-3,1,-7,0,-3,1,-4
O=[N+]([O-])c1ccc(Cl)c(/C=N/N2CCN(Cc3ccccc3Cl)CC2)c1,-2,1,2,-2,-2,9,20,0.91,2
O=C1c2ccccc2C(=O)N1CCC(=O)N1CCCc2ccccc21,12,0.88,4,1,-2,-3,3,1,3
COc1ccc(NC(=O)c2ccco2)cc1NC(=O)c1ccc(C#N)cc1F,6,0.94,-2,1,-10,7,3,0.93,-1
Cc1cccc(NC(=S)N/N=C/c2cccc([N+](=O)[O-])c2)c1,-3,1,-11,0,-6,13,3,0.87,0
O=C(Nc1nnc(SCc2ccc(Cl)cc2Cl)s1)C1COc2ccccc2O1 (stereo not given),12,0.88,8,-6,3,4,13,0.95,-1
COc1cc(Cl)c(C)cc1NC(=O)c1ccc(NS(=O)(=O)c2ccc(F)c(F)c2)cc1,1,0.99,0,-6,-9,11,-2,0.89,5
Cc1noc(C)c1COC(=O)COc1cccc2c1OC(C)(C)C2,-15,1.1,-4,1,-3,-6,2,1.1,0
O=C(CN1C(=O)NC2(CCCC2)C1=O)Nc1nc(-c2ccccc2)cs1,9,0.91,4,-3,1,-4,21,1,-1
